Compound activity (PubChem)
AID2073: inhibitors of Mint1-CaV2.2 protein interaction, biochemical, HTRF (AID 2073) | actives 0.19% (n = 290,000) | HTRF protein-protein interaction, Mint1-CaV2.2; higher % means a stronger effect | Voltage-dependent N-type calcium channel subunit alpha-1B (Homo sapiens) | inhibition, % at 20 µM, or IC50 in µM where a hit was titrated; in the data active means inhibition mostly above about 51%, no sharp cut-off; inconclusive means no clear call, values can overlap the other calls; inactive means mostly below about 53%; further: some results filed as inactive read as strong as hits
Yfh1-depleted yeast: enhancers of respiration in Yfh1-depleted yeast, dose response, Friedreich's ataxia, plus single-dose screen (AID 1465). S. cerevisiae Yfh1-off respiration, WST-1 reduction, 72 h; higher fold induction means a stronger effect. fold induction at 50 µM; hits with a dose series show EC50 in µM. actives 0.074% (n = 220,000);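 active means fold induction of absorbance versus untreated yeast above a set limit, then at least 30% activation at any dose in follow-up; inconclusive means repeats straddling the limit, or above it without dose testing; inactive means fold induction below the set limit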;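 further: activators that raise dye reduction in frataxin-depleted yeast; strong numbers were not always called active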
NS5 inhibitors: Dengue-2 NS5 methyltransferase inhibitors, primary screen, biochemical, confirmation dose response (AID 588689); Genome polyprotein (Dengue virus type 2 (strain 16681-PDK53)); Dengue-2 NS5 methyltransferase capping enzyme assay, biochemical; higher % means a stronger effect; inhibition, % at 25 µM, or IC50 in µM where a hit was titrated; actives 0.3% (n = 340,000); in the data active means a potency from the dose series; inconclusive means inhibition above about 29% without an active follow-up result
GPR55 beta-arrestin: GPR55 agonists via beta-arrestin recruitment, primary screen, imaging, U2OS cells, beta-arrestin-GFP redistribution (AID 1961). one-dose activation, % at 10 µM; EC50 in µM for titrated hits. G-protein coupled receptor 55 (Homo sapiens). actives 0.048% (n = 290,000). U2OS GPR55 beta-arrestin-GFP redistribution imaging; higher % means a stronger effect;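 active means activation above 40% with more than 50 cells counted in the well; inconclusive means wells holding fewer than 50 cells, flagged as toxic or sparse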;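 further: U2OS osteosarcoma cells stably expressing GPR55 and beta-arrestin-GFP; plate controls were DMSO negative control for no effect and LPI positive control for full effect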
NTR1 agonist: agonists of NTR1, primary screen, imaging, U2OS cells, beta-arrestin-GFP, high content (AID 493036); Neurotensin receptor type 1 (Homo sapiens), P30989; actives 0.17% (n = 330,000); activation, % at 20 µM; NTR1-U2OS beta-arrestin-GFP spot imaging, agonist mode;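 active means activation at or above 40% of the spot to cytoplasm intensity ratio, with at least 20 cells analyzed; inconclusive means wells under 20 cells, flagged as cytotoxic or low count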;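 further: 0% = DMSO without peptide and 100% = 100 nM NTR1 peptide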
Target sequence (P30989 whole entry, looked up): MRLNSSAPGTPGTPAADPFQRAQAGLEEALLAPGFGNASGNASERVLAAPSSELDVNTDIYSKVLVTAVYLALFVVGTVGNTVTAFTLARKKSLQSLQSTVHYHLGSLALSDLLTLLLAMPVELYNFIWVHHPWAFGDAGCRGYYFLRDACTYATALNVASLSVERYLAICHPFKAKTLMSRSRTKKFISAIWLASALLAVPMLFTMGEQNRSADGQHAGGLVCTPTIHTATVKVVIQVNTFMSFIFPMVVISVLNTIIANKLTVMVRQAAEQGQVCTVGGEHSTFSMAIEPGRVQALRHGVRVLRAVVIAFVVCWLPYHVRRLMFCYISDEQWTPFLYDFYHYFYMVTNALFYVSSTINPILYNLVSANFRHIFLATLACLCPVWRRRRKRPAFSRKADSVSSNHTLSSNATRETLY
Large T inhibition: SV40 large T antigen inhibitors, biochemical (AID 1903). SV40 large T antigen ATPase/helicase inhibition assay; higher % means a stronger effect. actives 0.39% (n = 310,000). inhibition, % at 20 µM, or IC50 in µM where a hit was titrated; in the data active means a potency from the dose series; inconclusive means inhibition mostly from about 32% at the one dose, without a potency; inactive means the rest, 99 in 100 with inhibition below about 32%; further: strong numbers were not always called active
Rac1 GTP hydrolysis: MgcRacGAP GTPase-activating activity inhibitors, confirmation, biochemical, ADP Hunter fluorescence; inhibition, % at 30 µM; hits with a dose series show IC50 in µM; MgcRacGAP-stimulated Rac1 GTP hydrolysis, ADP Hunter fluorescence; higher % means a stronger effect; GST-tagged Rac1 F28L mutant substrate; actives 0.6% (n = 340,000);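 active means first-screen hits whose inhibition reached a set limit at any dose in the follow-up dose series; inconclusive means inhibition above the set first-screen limit but never retested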;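 further: fluorescence reports GDP produced by GAP-driven GTP hydrolysis; strong numbers were not always called active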
GPR35 antagonists: GPR35 antagonists blocking zaprinast-driven arrestin recruitment, primary screen, imaging, U2OS, beta-arrestin-GFP, zaprinast agonist (AID 2058). actives 0.052% (n = 290,000). inhibition, % at 10 µM, or IC50 in µM where a hit was titrated. G-protein coupled receptor 35 (Homo sapiens). U2OS GPR35 beta-arrestin-GFP translocation imaging, zaprinast antagonism; higher % means a stronger effect;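 active means inhibition of at least 50% with at least 30 cells and total cytoplasm GFP at most 10,000,000; inconclusive means under 30 cells or total GFP of 10,000,000 plus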
GPR55 antagonists: GPR55 antagonists blocking LPI-driven arrestin recruitment, primary screen, imaging, U2OS, beta-arrestin-GFP, LPI agonist (AID 2013) | G-protein coupled receptor 55 (Homo sapiens) | U2OS GPR55 beta-arrestin-GFP translocation imaging, LPI antagonism; higher % means a stronger effect | inhibition, % at 10 µM, or IC50 in µM where a hit was titrated | actives 0.13% (n = 290,000);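 active means spots per cell inhibited over 60%, with over 100 cells counted and total cytoplasm intensity under 500,000; inconclusive means wells with under 100 cells, flagged as likely toxic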;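 further: U2OS cells stably carrying GPR55 and arrestin-GFP stimulated by 5 µM LPI near EC80; imaged beta-arrestin-GFP aggregate spots per cell after agonist stimulation; plate controls were LPI-stimulated DMSO wells for no effect and DMSO wells without LPI for full effect; some results filed as inactive read as strong as hits; confirmed hits need IC50 under 10 µM and bright autofluorescent wells are also inconclusive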
NTR1 agonist cell count 20 µM: second read-out of NTR1 agonist, no call of its own (marks repeat the call); cell count; measured here: cell count, cytotoxicity flag
NS5 inhibitors pilot replicate: recorded beside NS5 inhibitors, whose call it bears; inhibition, %; measured here: pilot screen replicate inhibition
* hit, by the source's call; i = inactive; ? = inconclusive; / = not tested or not shown.

SMILES | AID2073 | Yfh1-depleted yeast | NS5 inhibitors | GPR55 beta-arrestin | NTR1 agonist | NTR1 agonist cell count 20 µM | Large T inhibition | Rac1 GTP hydrolysis | GPR35 antagonists | GPR55 antagonists | others
O=C(Nc1cccnc1)c1cccc(F)c1 | 18% | i | -8% | -0.2% | 1.8 | 80 | 8% | 6% | 9% | 6%
Cc1cc(NS(=O)(=O)c2cccs2)no1 | -3% | i | -1% | 0.3% | 0.4 | 91 | -2% | 0% | 5% | -3%
CCOC(=O)c1c(C)[nH]c(C(=O)COC(=O)c2cn(CC)c3nc(C)ccc3c2=O)c1C | 27% | / | / | 0.6% | / | / | / | / | 15% | 8%
Cc1cccc(NC(=O)C2CCN(C(=O)c3ccco3)CC2)c1C | 0% | / | 7% | 0.2% | -0.2 | 53 | 10% | 3% | -2% | 5%
N/C(=N\OC(=O)c1ccc(Cl)cc1)c1[nH]ncc1Br | 7% | i | 4% | -0.3% | -1.4 | 45 | 9% | 15% | 21% | 8%
Cc1cc(C)c(OCC(=O)Nc2cccc(NC(=O)c3ccco3)c2)c(Br)c1 | -1% | i | -4% | -0.2% | 8.7 | 43 | 7% | 0% | 16% | 10%
COc1ccccc1C(=O)C1CCCN(C(=O)c2ccco2)C1 (stereo unspecified) | 0% | / | -1% | -0.2% | 1.4 | 64 | 9% | 4% | -13% | 39%
C/C=C/C(=O)Nc1cccc(C2=NOC3(C2)C[C@@H](C(N)=O)N(C(=O)/C(C)=C/C)C3)c1 (stereo partly specified) | 11% | i | -3% | -0.2% | -2.2 | 82 | -1% | 8% | -8% | -4%
C=CCn1c(SCC(=O)c2ccc(O)c(O)c2)nnc1-c1cccnc1 | 5% | i | 13% | 0.0% | -1.5 | 76 | 14µM* | ? | -9% | 1%
O=C(C1CC(Cl)CN1S(=O)(=O)c1ccc(Cl)cc1)N1CCOCC1 (stereo unspecified) | 6% | i | -3% | 0.0% | 4.0 | 31 | 5% | 5% | -4% | -3%
COc1ccc(C(=O)Nc2ccc(N3CCCC3)cc2)cc1OC | 36% | / | -3% | -0.2% | 0.6 | 58 | 25% | 24% | -2% | 2% | NS5 inhibitors pilot replicate=-3.0
COc1ccc(C2Nc3ccccc3C(=O)N2Cc2ccccc2)cc1CSc1ccccn1 (stereo unspecified) | 20% | / | 1% | -0.3% | 1.0 | 71 | 11% | -13% | 5% | 14%
COCCn1c(N)c(N(Cc2ccccc2)C(=O)CN2C(=O)NC(C)(c3ccccc3)C2=O)c(=O)[nH]c1=O (stereo unspecified) | 1% | / | 3% | -0.1% | 0.5 | 64 | 1% | 1% | 2% | 11%
Cc1cccc(OCC(=O)NCC(=O)n2nc(C)cc2C)c1 | 12% | i | -3% | -0.1% | -2.7 | 61 | 7% | 5% | 1% | 5%
CC(C(=O)NC(C)(C)C)N(C(=O)CS(=O)CC(=O)Nc1ccc(F)cc1)C1CCCC1 (stereo unspecified) | 5% | / | -6% | -0.2% | -1.5 | 58 | 6% | 1% | 1% | 4%
O=C(NCc1ccncc1)c1c(F)c(F)c(F)c(F)c1F | 8% | i | 2% | 0.0% | 0.6 | 87 | 24% | 1% | -5% | 5%
COc1cccc(-c2cc(C(=O)Nc3ccc(N(C)C(C)=O)cc3)c3cc(Br)ccc3n2)c1 | / | / | 5% | / | 2.6 | 45 | 18% | 7% | / | /
O=C(/C=C/c1nc2ccccc2s1)N1CCCCCC1 | 8% | i | -3% | 0.5% | -0.7 | 34 | 9% | 3% | 2% | -6%
CC(=O)Nc1cccc(NC(=O)c2c(-c3ccccc3)noc2C)c1 | 5% | i | -8% | -0.1% | 0.6 | 39 | 11% | 3% | -3% | 13%
CCO[C@H]1OC(C(=O)N2CCN(Cc3ccc4c(c3)OCO4)CC2)=C[C@@H](c2csc3ccccc23)[C@@H]1CCCO | 5% | i | -2% | 0.5% | 3.5 | 74 | 7% | 8% | -32% | -3%
CN(Cc1ncc[nH]1)C(=O)CC1C(=O)NCCN1Cc1c(F)cccc1Cl (stereo unspecified) | 6% | i | 5% | 0.0% | -1.1 | 85 | 10% | 8% | 8% | -5%
CC(C)(C)C(=O)NC1CCN(C(=O)N2CCCC2)CC1 | -5% | i | -6% | 0.2% | -1.9 | 90 | 5% | 4% | 3% | -1%
COCCNC(=O)/C(C#N)=c1\s/c(=C\c2ccccc2OC(F)F)c(=O)n1Cc1ccccc1 | ? | i | / | 0.0% | 2.1 | 25 | 14% | / | 11% | 5%
COC(=O)C(C)N1C(=O)S/C(=C/c2cc(C)n(C(C)C)c2C)C1=O (stereo unspecified) | -2% | i | -7% | -0.4% | 1.9 | 98 | 18% | 9% | 9% | 9%
COc1ccc(CN(CC(=O)NCc2ccc(F)cc2)C(=O)c2ccco2)cc1 | -7% | / | 3% | -0.2% | 0.9 | 47 | 3% | 10% | -7% | 5%
O=C(NC(Nc1ccccn1)C(Cl)(Cl)Cl)c1ccccc1 (stereo unspecified) | -9% | i | 1% | 0.2% | -0.3 | 85 | 8% | 6% | -9% | 2%
O=C(CN1CCN(c2ccccc2O)CC1)Nc1cc([N+](=O)[O-])ccc1Cl | 7% | i | 19% | 0.2% | -1.1 | 59 | 11% | 15% | 5% | -2%
CCC(=O)Nc1ccc2nc(SCC(=O)N3CCCC3)sc2c1 | 2% | i | -8% | -0.1% | 0.9 | 61 | 5% | -1% | 19% | 14%
CC(C)N1CC(C(=O)Nc2cc(Cl)cc(Cl)c2)CC1=O (stereo unspecified) | -9% | / | 3% | 0.0% | -0.1 | 45 | -4% | 12% | -3% | -5%
C=CCNC(=S)Nc1c(N)n(C)c(=O)n(C)c1=O | -6% | i | -2% | 0.2% | 0.0 | 48 | 6% | -4% | 7% | -5%
Cc1ccc(-n2c(=S)[nH]c3[nH]ncc3c2=O)cc1 | -10% | i | -10% | -0.3% | 0.7 | 40 | 15% | 6% | 7% | 9%
COc1ccccc1OCC(=O)N(Cc1nnc(-c2ccccc2Cl)o1)C1CC1 | / | / | -5% | / | -0.6 | 55 | 6% | 4% | / | /
COc1ccc(C2C(C#N)=C(N)Oc3c2oc(CO)cc3=O)cc1 (stereo unspecified) | -1% | i | -2% | -0.6% | -1.4 | 45 | ? | -3% | -8% | -1%
Cc1cc(C(=O)NNC(=O)CCCOc2ccccc2)c(C)o1 | / | / | -6% | / | -1.2 | 70 | 12% | 1% | / | /
CCOCCCNC(=S)N1C2CCC1CC(NC(=O)NC13CC4CC(CC(C4)C1)C3)C2 (stereo unspecified) | -9% | i | 2% | 0.0% | 1.8 | 43 | 6% | 0% | 0% | 5%
Cc1ccc(N2CC(C(=O)Nc3ccccn3)CC2=O)cc1 (stereo unspecified) | 6% | i | 3% | -0.1% | -1.7 | 69 | 0% | 2% | 17% | 4%
Cc1cc(=O)oc2cc(OC(=O)C3CCN(C(=O)c4ccc(F)cc4)CC3)ccc12 | / | / | -1% | / | 2.4 | 64 | 20% | 11% | / | /
CSCCC(NS(=O)(=O)c1cccs1)C(=O)NCc1cccs1 (stereo unspecified) | -7% | i | 0% | -0.1% | -0.7 | 59 | -2% | -8% | -7% | -8%
COc1ccccc1C(=O)NNS(=O)(=O)c1ccc(F)cc1 | -1% | / | 7% | -0.2% | 0.2 | 52 | -1% | 3% | 0% | 2%
CC(=O)OC(Cn1ccnc1)c1ccccc1 (stereo unspecified) | 2% | i | -4% | 0.0% | 0.0 | 45 | 7% | -11% | 6% | 10%
CCCn1c(-c2ccc[nH]c2=O)nc2cc(C)c(C)cc21 | 39% | i | 4% | 0.1% | -1.0 | 31 | 14% | 4% | -1% | -4%
O=C(Nc1ccc2c(c1)oc1ccccc12)c1ccc2c(c1)OCO2 | 29% | i | 5% | -0.2% | 2.1 | 78 | 2% | 9% | 7% | 5%
N/C(=N\OC(=O)Cc1ccccc1)c1ccc(Br)cc1 | 4% | i | ? | 1.4% | 3.6 | 35 | 7% | -3% | 5% | 4%
C[n+]1cn(Cc2cc(Cl)ccc2OC(F)F)c2ccccc21 | -1% | / | -5% | 0.3% | -0.3 | 84 | 9% | 10% | 0% | 2%
NC(=O)c1c(NC(=O)C2CCCO2)sc2c1CCCCC2 (stereo unspecified) | -18% | i | 9% | -0.4% | -0.1 | 39 | 32% | 19% | 14% | 7%
Cc1nc(N2CCCCC2)sc1C=O | 4% | i | / | 0.7% | 2.5 | 49 | -1% | / | 2% | 3%
O=C(O)CC(C(=O)OC1CCCCC1)N1CCOCC1 (stereo unspecified) | -6% | i | 1% | 0.1% | 1.0 | 59 | 5% | 2% | 0% | 5%
COc1ccc(OC)c(NC(=O)CS(=O)(=O)Cc2ccccc2)c1 | -7% | / | -3% | 0.0% | 0.7 | 78 | / | 8% | -11% | 5%
COc1ccccc1-n1c2c(cc(C(=O)N3CCC(C)CC3)c1=O)C(=O)CC(C)(C)C2 | -1% | i | -7% | -0.1% | 0.4 | 52 | 9% | 3% | -6% | -5%
c1ccc2c(Nc3ccc4c(c3)OCCO4)c3c(nc2c1)CCC3 | 4% | i | -4% | -0.1% | 3.3 | 88 | 11% | 14% | -12% | -14%
COc1cc(NC(=S)NNC(=O)CC(C)C)c(OC)cc1Cl | -24% | i | -2% | 0.0% | 0.0 | 75 | 34% | 8% | 3% | -3%
C/C(=N\NC(=O)c1c(C)nc2ccccn12)c1cccc([N+](=O)[O-])c1 | 2% | i | 4% | -0.4% | -0.1 | 64 | -6% | -3% | 2% | 5%
O=C(O)c1cn(-c2ccc(N3CCCC3)c(F)c2)c2c(F)c(F)c(F)cc2c1=O | 37% | i | 1% | 0.3% | 2.5 | 67 | 14% | 14% | -8% | 3%
